USP1-UAF1 inh = inhibitors of human USP1/UAF1 deubiquitinase; O94782; recombinant USP1/UAF1, Ub-Rhodamine cleavage fluorescence; Potency, µM (highest dose often 57.1 µM), without a hit: top-dose activity change, negative = inhibition, usual class: inhibitors; actives 0.23% (n = 390,000); AID 743255; also: potency is read from the fitted curve at half-maximal effect; % is scaled to controls: 0 for no effect and ±100 for the full control effect; nearly all actives have a fitted effect of over 60% in size; inactives centre near -12
Target sequence (O94782 whole entry, looked up): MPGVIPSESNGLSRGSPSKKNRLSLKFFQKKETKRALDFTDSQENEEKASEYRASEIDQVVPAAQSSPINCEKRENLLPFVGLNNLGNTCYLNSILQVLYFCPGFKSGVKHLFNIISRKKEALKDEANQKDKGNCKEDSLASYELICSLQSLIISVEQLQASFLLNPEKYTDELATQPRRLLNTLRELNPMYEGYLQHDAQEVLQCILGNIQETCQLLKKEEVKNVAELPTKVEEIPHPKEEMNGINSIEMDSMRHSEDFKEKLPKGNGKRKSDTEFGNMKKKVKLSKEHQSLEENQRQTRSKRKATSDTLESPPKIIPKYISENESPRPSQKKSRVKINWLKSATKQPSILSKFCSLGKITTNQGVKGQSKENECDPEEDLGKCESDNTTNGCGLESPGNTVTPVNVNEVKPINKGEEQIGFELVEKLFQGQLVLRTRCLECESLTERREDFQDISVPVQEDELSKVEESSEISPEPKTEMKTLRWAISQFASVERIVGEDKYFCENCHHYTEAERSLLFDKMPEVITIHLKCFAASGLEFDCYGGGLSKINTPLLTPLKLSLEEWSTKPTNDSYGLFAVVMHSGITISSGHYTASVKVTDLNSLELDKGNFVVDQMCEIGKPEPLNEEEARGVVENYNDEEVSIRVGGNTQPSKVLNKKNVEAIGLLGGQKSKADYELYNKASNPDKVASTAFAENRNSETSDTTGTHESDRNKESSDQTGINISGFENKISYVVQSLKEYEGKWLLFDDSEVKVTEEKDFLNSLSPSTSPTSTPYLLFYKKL
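Step one: compound is pinned into 1nM USP1/UAF1 in HEPES pH 7.8 buffer with TCEP. Step two: 15 min room-temperature incubation. Step three: Ub-Rho (150nM final) starts cleavage, tracked by fluorescence over six one-minute reads.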
PI4K2A inh = blocks human PI4K2A kinase activity. purified PI4K2A, ADP-Glo luminescence, 1 h; hits give low values. activity change, negative = inhibition, % at 76.9 µM. actives 0.13% (n = 420,000); in the data active = activity change below about -50%; inconclusive = mostly about -30% to -49%;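 also: -100% = wells without enzyme as full effect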
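Compounds are screened against recombinant PI4K2A using PI as substrate and ATP, the latter dispensed at 300 microM. Reactions run one hour at ambient temperature before ADP-Glo detection; full inhibition defined by wells lacking enzyme.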
mIDH1 inhibitor = blocks human mutant IDH1 R132H enzyme; O75874; IDH1-R132H enzyme, NADPH consumption, diaphorase/resazurin fluorescence; Potency, µM (highest dose often 76.6 µM), without a hit: top-dose activity change, negative = inhibition, hits mostly inhibitors; actives 0.093% (n = 390,000); AID 602179; also: potency is read from the fitted curve at half-maximal effect; % is scaled to controls: 0 for no effect and ±100 for the full control effect; nearly all actives have a fitted effect of over 65% in size
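IDH1-R132H (0.5 ug/mL dispensed) in pH 7.5 Tris buffer was preincubated 30 min with compound, then given a substrate mix of 0.016 mM NADPH and 2 mM alpha-KG for 80 min at room temperature; remaining NADPH was read by diaphorase/resazurin fluorescence.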
TrxR1 inh = blocks rat thioredoxin reductase 1; O89049; recombinant rTrxR1, NADPH fluorescence consumption, selenite substrate; Potency, µM (doses to about 114 µM), inactives show top-dose activity change, negative = inhibition, hits mostly inhibitors; actives 1% (n = 390,000); also: potency is read from the fitted curve at half-maximal effect; % is scaled to controls: 0 for no effect and ±100 for the full control effect; nearly all actives have a fitted effect of over 65% in size
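Rat TrxR1 (90 nM in the dispensed reagent) was pre-reduced with 400 uM NADPH for 5 min at room temperature, then incubated with compound for 15 min. After 400 uM selenite was added, NADPH fluorescence (Ex 340/Em 450 nm) was followed for 8 min.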
TRHR agonist = agonists of human TRH receptor; P34981; TRHR cells, calcium flux fluo-8, FDSS agonist mode; activation, % at 2 µM; actives 0.18% (n = 360,000); AID 493084; in the data active = activation above about 30%; also: 0% is about no effect
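TRHR-expressing cells loaded with fluo-8 calcium dye; 23 nL library compound pin-transferred, kinetic FDSS fluorescence (Ex 480/Em 530) recorded about 180 s for agonist-induced calcium release, before a 10 nM TRH EC20 addition for potentiator mode.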
D2 antagonist = antagonizes the human D2 dopamine receptor; HEK293 TREx D2 cells, calcium flux, dopamine EC80; inhibition, % at 10 µM; actives 2% (n = 340,000); AID 485344; in the data active = inhibition above about 30%; also: 0% is about no effect
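Tetracycline-induced HEK293 TREx cells expressing D2 receptor forced-coupled to calcium signalling, loaded with no-wash calcium dye. Compounds added and calcium flux read 180 s, then dopamine added at EC80 and read a further 180 s.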
TRHR PAM = TRH receptor (human) allosteric enhancement; TRHR cells, fluo-8 calcium fluorescence, EC20 TRH enhancement; enhancement, % at 2 µM; P34981; actives 0.66% (n = 360,000); in the data active = enhancement above about 30%; also: 0% is about no effect
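Enhancer read-out: after compound pinning and an initial kinetic agonist-mode read, an EC20 of TRH (10 nM final) was injected and fluo-8 calcium signal (Ex 480/Em 530) followed at 1 s/cycle for 100 cycles in TRHR-expressing cells.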
D2 agonist = D2 dopamine receptor (human) agonism; P14416; HEK293 T-REx D2 cells, calcium flux agonist mode; activation, % at 2 µM; actives 0.53% (n = 340,000);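 active = activation over 3 SD above normal in the single-dose calcium agonist read, cut at about 30% in these data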; also: 0% is about no effect
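In this primary screen, compounds producing a positive calcium signal within 180 s of addition to tetracycline-induced, force-coupled HEK293 Trex D2 cells are flagged; cells are dye-loaded with a no-wash calcium kit beforehand.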
TrxR1 substrate = substrates of rat thioredoxin reductase 1. Potency, µM (series often up to 114 µM), without a hit: at the top dose activity change, negative = substrate turnover. AID 588456. actives 0.01% (n = 390,000). O89049. purified TrxR1 substrate turnover, NADPH consumption readout; also: potency is read from the fitted curve at half-maximal effect; % is scaled to controls: 0 for no effect and ±100 for the full control effect; nearly all actives have a fitted effect of over 50% in size
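Rat TrxR1, dispensed at 90 nM, was prereduced with 400 uM NADPH (final) for 5 min at ~22 deg C, then incubated with compound 15 min before 400 uM selenite. A first-read NADPH fluorescence drop versus no-compound background flagged substrates.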
Active calls of the source: *; ? = inconclusive; nt = no result given; & = joins results of further samples; [ ] = another dose, or the depositor's remark. Unless noted, calls follow the shape of the dose curve; as a rule, active = well fitted inhibition curve with a large enough effect; inconclusive = small, poorly fitted or top-dose-only effect; inactive = no such curve, though single readings can be large or run the other way. This is a random part of the collection (roughly 3.9% active in at least one column).

Molecule	D2 antagonist	USP1-UAF1 inh	TrxR1 substrate	TRHR PAM	TrxR1 inh	PI4K2A inh	D2 agonist	mIDH1 inhibitor	TRHR agonist
C/C(CC(=O)Nc1cc(C)ccn1)=N\NC(=O)c1ccncc1	nt	-12%	1%	0	11%	-10	nt	-4%	-2.0
Cc1ccc(NCc2nnc(SCC(=O)N3c4ccccc4Sc4ccccc43)o2)c(C)c1	-4	-21%	-2%	0	6%	2	-0.3	13%	-1.3
CCn1c(C(C)NC(=O)Cc2ccccc2)nc2ccccc21 (stereo unspecified)	17	-2%	14%	7	34%[activator]	0	-0.5	11%	0.0
Cc1cc2c3c(c1)C(C)CC(C)(C)N3C(=O)C2=O (stereo unspecified)	4	?	8%[57.1 µM]	4	7%[57.1 µM]	-3	-2.1	8%	-1.0
Cc1ccc(C(C(=O)NCc2ccccc2)N(Cc2ccco2)C(=O)c2snc(C(N)=O)c2N)o1 (stereo unspecified)	-24	-12%	4%[57.1 µM]	16	-6%[57.1 µM]	-2	-0.3	6%	-0.9
Cc1ccc(S(=O)(=O)N(C)CC(=O)Nc2ccccc2)cc1	15	-11%	15%	-1	28%	-1	0.8	11%	-0.5
COc1ccc(OC)c(NC(=O)C(Sc2ccccc2)c2ccccc2)c1 (stereo unspecified)	-14	-24%	1%[57.1 µM]	2	4%[57.1 µM]	-2	0.7	4%	-0.5
CC(=O)N(C)c1ccc(NC(=O)c2cnn(C)c2)cc1	-5	-11%	-1%	-2	3%	-4	0.4	12%	0.4
O=C(CN1C(=O)c2ccc([N+](=O)[O-])cc2C1=O)NCC1CCCO1 (stereo unspecified)	16	3%	-2%	9	9%	0	0.9	-3%	1.2
COc1ccc(OC)c(S(=O)(=O)N(C)CC(=O)Nc2ccc3c(c2)OCO3)c1	4	-19%	-1%	-6	6%	-4	-0.6	4%	-1.8
Cc1ccc(C)c(CS(=O)(=O)c2cn(CC(=O)N3CCCCC3)c3ccccc23)c1	2	-22%	-7%	6	-4%	2	0.6	2%	0.3
CCOC(=O)C1=C(CC)OC(N)=C(C#N)C1c1ccc(NC(C)=O)cc1 (stereo unspecified)	10	-12%	3%	5	45µM*	-2	1.7	1%	0.3

The list goes on.
Molecule	D2 antagonist	USP1-UAF1 inh	TrxR1 substrate	TRHR PAM	TrxR1 inh	PI4K2A inh	D2 agonist	mIDH1 inhibitor	TRHR agonist
CC(C)C1Nc2ccc(C(=O)NC3CCCCC3)cc2NC1=O (stereo unspecified)	2	-16%	2%	-10	10%	1	-0.6	-3%	0.0
CC(C)NC(=O)CSc1nc(-c2cccs2)cc(-c2ccccc2)c1C#N	-11	-6%	170%[activator]	-1	90%[activator]	2	-0.5	4%	-0.3
CCc1nnc(NC(=O)CC(=O)Nc2ccccc2C(=O)O)s1	-9	-3%	2%[2.29 µM]	15	-2%[2.29 µM]	-8	-0.6	3%	0.0
CC1(C)CC2(CCO1)C(Nc1ccccc1)=NC(=S)N2c1ccccc1 (stereo unspecified)	-18	4%	7%	12	24%[57.1 µM]	-9	0.1	9%	0.1
CC(C)[C@H](NC(N)=O)C(=O)Nc1ccc(OCc2ccccc2)cc1	-3	-10%	3%[57.1 µM]	0	9%[57.1 µM]	5	2.6	-3%	0.0
COc1ccc(NC(=O)CCC(=O)N/N=C/c2ccc([N+](=O)[O-])s2)cc1	13	-21%	-2%	-1	-26%	-9	0.5	12%	-0.3
CN1CCN(CP(=O)(N2CCOCC2)N2CCOCC2)CC1	-7	-6%	-10%	1	-7%	8	1.0	6%	0.9
Cc1ccc(CNc2nc(N)c([N+](=O)[O-])c(Nc3ccc(F)cc3)n2)cc1	8	-4%	-1%[57.1 µM]	7	-2%[57.1 µM]	2	-0.7	-2%	0.0
Cc1ccc(S(=O)(=O)N(C)Cc2cc3ccccc3[nH]c2=O)cc1	-9	-10%	6%	2	1%	1	-2.2	11%	-0.2
CCC(Oc1ccccc1)C(=O)Nc1ccccn1 (stereo unspecified)	-5	-22%	3%	2	12%	-3	0.3	2%	0.1
CCN(CC)c1cc2c(cc1F)c(=O)c(S(=O)(=O)c1ccccc1)cn2C	nt	-17%	1%[57.1 µM]	2	23%[57.1 µM]	0	-0.8	2%	-0.3
Cc1cc(=O)cc(C)n1-c1ccc(Br)cc1	-2	-8%	-16%[57.1 µM]	1	44%	9	0.1	0%	0.2

Reprinted from the part before: 5 entries; new compounds follow.
Molecule	D2 antagonist	USP1-UAF1 inh	TrxR1 substrate	TRHR PAM	TrxR1 inh	PI4K2A inh	D2 agonist	mIDH1 inhibitor	TRHR agonist
Cc1ccc(CNc2nc(N)c([N+](=O)[O-])c(Nc3ccc(F)cc3)n2)cc1	8	-4%	-1%[57.1 µM]	7	-2%[57.1 µM]	2	-0.7	-2%	0.0
Cc1ccc(S(=O)(=O)N(C)Cc2cc3ccccc3[nH]c2=O)cc1	-9	-10%	6%	2	1%	1	-2.2	11%	-0.2
CCC(Oc1ccccc1)C(=O)Nc1ccccn1 (stereo unspecified)	-5	-22%	3%	2	12%	-3	0.3	2%	0.1
CCN(CC)c1cc2c(cc1F)c(=O)c(S(=O)(=O)c1ccccc1)cn2C	nt	-17%	1%[57.1 µM]	2	23%[57.1 µM]	0	-0.8	2%	-0.3
Cc1cc(=O)cc(C)n1-c1ccc(Br)cc1	-2	-8%	-16%[57.1 µM]	1	44%	9	0.1	0%	0.2
CCOCCCNC(=O)c1ccc(-n2c(-c3ccccc3)cc3c2CCCCC3)cc1	nt	-21%	-5%	12	0%	2	0.7	7%	1.3
Cc1nnc(NC(=O)c2ccc3c(c2)C(=O)N(CC2CCCO2)C3=O)s1 (stereo unspecified)	-6	-13%	2%	2	13%	5	0.1	3%	-0.1
O=[N+]([O-])c1cc2c(cc1CN1CCN(c3ccccc3F)CC1)OCO2	0	-25%	2%	-5	12%	-6	6.1	0%	-1.0
CC(=O)c1cccc(NCC(=O)c2ccc(C)c([N+](=O)[O-])c2)c1	5	-16%	8%	3	6%	1	0.4	16µM*	0.0
COc1ccccc1NC(=O)COc1ccc(-c2nn(C)c(=O)c3ccccc23)cc1	-18	-11%&-29%	6%[57.1 µM]	-6&10	24%[57.1 µM]	0&-5	-1.0&-0.4	2%&-1%	0.1&-0.5
O=C(CSc1nnc(Cc2ccccc2)o1)Nc1ccc(N2CCOCC2)cc1	nt	-20%	-2%	nt	-8%	-5	nt	16%	nt
O=C(O)c1cccc(-n2c(/C=C/c3cccc([N+](=O)[O-])c3)nc3ccccc3c2=O)c1	11	-32%	-12%	-7	-15%	-1	-0.4	7%	0.0
CCCCc1ccc(NC(=O)CSc2nc(=O)n(CCCN3CCOCC3)c3c2CCC3)cc1	4	-14%	5%	-6	19%	-7	-0.4	9%	1.8
Cc1nc2ccccn2c1C(=O)NNC(=S)Nc1ccc(Cl)cc1	10	-4%	-8%	-2	-14%	-1	7.4	-3%	0.3
COCCn1c(SCC(=O)N2CC(=O)Nc3ccccc32)nc2ccccc21	-3	1%	-11%	7	-16%	5	-0.6	0%	45*
O=C(Cn1cnc2cc([N+](=O)[O-])ccc2c1=O)Nc1ccc(Br)cc1	nt	4%	-7%	-5	-11%	2	nt	-9%	-0.6
COc1cc(C(=O)Nc2sc3c(c2C(=O)O)CCC3)cc(OC)c1OC	10	-7%	-11%	-2	-2%	-3	-0.5	24%	-0.5

The listing continues.
Molecule	D2 antagonist	USP1-UAF1 inh	TrxR1 substrate	TRHR PAM	TrxR1 inh	PI4K2A inh	D2 agonist	mIDH1 inhibitor	TRHR agonist
O=C(Nc1cccc([N+](=O)[O-])c1)c1cccc(C(=O)Nc2cccc([N+](=O)[O-])c2)c1	10	0%	0%[57.1 µM]	14	52%[activator][57.1 µM]	-2	-1.9	-15%	-0.7
O=c1c(C=Nc2cccc(C(F)(F)F)c2)c[nH]n1-c1cccc(Cl)n1	19	-10%	-2%	-5	12%	0	-1.2	3%	-0.4
C#CCOCCOCCOCCNc1nc(N2CCN(C(=O)[C@H](Cc3ccc(O)cc3)n3cc([C@@H](N)C(C)CC)nn3)CC2)nc(N2CCN(C(=O)[C@H](Cc3cc4ccccc4[nH]3)n3cc([C@@H](N)CC(C)C)nn3)CC2)n1 (stereo partly specified)	-11	-14%	8%[57.1 µM]	-1	?	-3	0.0	0%	-0.3
CCOc1ccc2nc(SC3CC(=O)N(c4cccc(OC)c4)C3=O)sc2c1 (stereo unspecified)	2	-26%	-8%	-4	-26%	-6	-0.9	8%	-0.5
O=C(CN1CCN(Cc2ccccc2)CC1)NCc1ccccc1Cl	0	-12%	4%	-7	14%	5	-0.9	-1%	-0.2
COc1cc(NC(=O)Cn2nnc(-c3ccncc3)n2)cc(OC)c1	0	1%	17%	5	28%	0	-0.4	6%	-0.2
C=CCN1C(=O)CS/C1=C(\C#N)S(=O)(=O)c1ccc(C)cc1	3	8%	8%[57.1 µM]	6	13%	-4	1.1	1%	2.8
O=C(CN1C(=O)COc2ccc(S(=O)(=O)N3CCCCCC3)cc21)N1CCN(c2ccc(Cl)cc2)CC1	nt	-30%	4%	14	13%	0	-0.7	5%	-1.3
COc1ccc(-c2n[nH]c3c2C(c2ccc(O)cc2)N(c2ccc(Br)cc2)C3=O)cc1 (stereo unspecified)	nt	-26%	-4%	7	7%	4	-0.3	-1%	-2.0
CCCCCOc1ccc(Br)cc1CSC(=N)N	-4	-11%	-4%	5	0%	-1	-0.1	-1%	0.1
Cc1cccc(NC(=O)NCc2ccc3c(c2)cc(C)n3C)c1	-5	-27%	3%	6	17%	-9	-1.3	10%	-0.8
CN(CCc1cn[nH]c1)Cc1nc(Cc2ccccc2)no1	3	-10%	7%[57.1 µM]	23	8%[57.1 µM]	-2	1.3	5%	-0.4
COC(=O)c1cc(CNC(=O)CC(C)c2ccccc2)ccc1OC (stereo unspecified)	-6	-4%	-1%	-4	10%	2	17	3%	-0.3

Source: PubChem (National Center for Advancing Translational Sciences (NCATS))
